# Source: PubChem
# STAT1 act = STAT1 signaling activators, primary screen, cell-based, HTS, luciferase reporter. activation (% of control), % at 5.5 µM. AID 932, 2007. NIH 3T3 STAT1-luciferase reporter, IFN-gamma, luminescence; 100% = IFN-gamma alone, no compound. 2.6% of 200,000 active;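 active = activation above the screen-wide mean activation plus 3 SD, cut at about 130% in these data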;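 note: raw ratio to IFN-gamma control signal so 100% means no change and 0% no light; values of inactives mirror those of a sister screen read the other way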
# G6PDH CS = L. mesenteroides G6PDH inhibitors, counter-screen for G6PDH-coupled screening assays, biochemical, Leuconostoc mesenteroides enzyme; Purified L. mesenteroides G6PDH, diaphorase/resazurin coupled fluorescence, 45 min; inhibition, % at 5 µM; 0.12% of 200,000 active; AID 1020, 2008; in the data active = inhibition above about 50%
# HMGR II inh = inhibitors of E. faecalis class II HMGR, primary screen, biochemical, Enterococcus faecalis; 0.41% of 190,000 active; AID 1066, 2008; purified E. faecalis HMGR, NADPH absorbance 340 nm kinetic; inhibition, % at 10 µM; HMG-CoA reductase (Enterococcus faecalis, mvaE);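 active = inhibition above a set limit, the median over all tested compounds plus 3 SD, cut at about 9.5% in these data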;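 note: enzyme runs in reverse so mevalonate oxidation gives rising NADPH absorbance; 0% = complete reaction with DMSO and 100% = background rate lacking mevalonate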
# DTT redox prof = compounds producing H2O2 with reducing agent – biochemical, NIH compound library profiling, artefact control for MLSCN library redox annotation, primary screen. DTT-dependent redox cycling H2O2, phenol red/HRP absorbance; 100% = 100 µM peroxide control, 0% = buffer. activation, % at 10 µM. 0.03% of 200,000 active;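 active = activation of at least 50% relative to the plate's high and low controls in the primary single-dose screen; inactive = activation below 50%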;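 note: compound incubated with DTT at 0.8 mM final as the reducing agent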
# Hsp70 activator = Hsp70 transcriptional activators, primary screen, cell-based, HeLa, Hsp70 promoter luciferase, luminescence, 10 µM; HeLa Hsp70 promoter luciferase reporter; scaled: vehicle 0, proteasome-inhibitor control 100%; activation, % at 10 µM; 0.04% of 200,000 active;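 active = activation above the mean across all tested compounds plus 3 SD, cutoff set per campaign, cut at about 5.5% in these data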;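 note: 100% = MG132 at 30 µM as the positive control and 0% = DMSO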
# FLuc act counter = FLuc activators, initial screening, artefact control for FLuc-dependent activation tests, biochemical, ATPlite luminescence; ATPlite luciferase biochemical, 10 min; 0 = ATP-free wells, 1 = DMSO control; Luciferin 4-monooxygenase (Photinus pyralis), P08659; 200,000 tested, under 10 active; AID 1027, 2008; activation factor at 10 µM;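 active = luciferase activation factor, scaled between plate controls, of at least 2 with compound at 10 µM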
# Target sequence (P08659 whole entry, looked up): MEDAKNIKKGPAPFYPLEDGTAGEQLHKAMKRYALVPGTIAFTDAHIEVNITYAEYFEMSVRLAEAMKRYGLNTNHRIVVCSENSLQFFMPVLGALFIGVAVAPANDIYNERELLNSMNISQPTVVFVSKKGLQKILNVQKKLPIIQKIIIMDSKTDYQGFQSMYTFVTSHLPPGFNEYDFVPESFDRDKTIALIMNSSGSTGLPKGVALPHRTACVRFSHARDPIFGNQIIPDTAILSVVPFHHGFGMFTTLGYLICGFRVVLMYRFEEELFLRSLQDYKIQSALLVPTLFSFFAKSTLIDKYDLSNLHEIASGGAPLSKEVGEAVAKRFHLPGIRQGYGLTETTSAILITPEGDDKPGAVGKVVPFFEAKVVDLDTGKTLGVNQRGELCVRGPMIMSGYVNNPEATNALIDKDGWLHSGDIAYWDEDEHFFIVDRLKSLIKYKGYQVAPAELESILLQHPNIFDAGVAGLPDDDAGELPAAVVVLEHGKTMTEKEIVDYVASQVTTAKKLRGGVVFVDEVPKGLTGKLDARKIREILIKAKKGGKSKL
#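 System: cell-free luciferase reagent; medium: PBS as buffer for the ATP substrate; doses: test compounds dosed from 2 mM stocks in 100% DMSO; incubation: 10 min, room temperature; measured by: luminescence from luciferase reaction; read-out: luciferase activation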
# FLuc inh counter = firefly luciferase enzyme inhibitors, primary screen, artefact control for luciferase-based inhibitor screens, biochemical, luminescence, ATPLite. Luciferin 4-monooxygenase (Photinus pyralis), P08659. 10 min. inhibition, % at 10 µM. 1.5% of 200,000 active;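 active = inhibition above about 50% when tested at 10 µM, limit read from the data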
# APP 5'UTR act = activators of APP 5'UTR luciferase reporter, primary screen, SH-SY5Y cells; SH-SY5Y APP 5'UTR luciferase reporter, luminescence; zero percent = DMSO vehicle wells; activation, % at 2 µM; 1% of 190,000 active;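 active = activation above a set limit, based on mean plus 3 SD of controls, cut at about 140% in these data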; note: values of inactives mirror those of a sister screen read the other way
# APP 5UTR inh = inhibitors of APP translation via 5'UTR reporter, primary screen, APP 5'UTR luciferase, SH-SY5Y cells. SH-SY5Y APP 5'UTR-luciferase reporter, luminescence. inhibition, % at 2 µM. 0.82% of 190,000 active;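 active = inhibition above a set limit, derived from the sample mean plus 3 SD, cut at about 45% in these data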; note: values of inactives mirror those of a sister screen read the other way
# NF-kB neuron act = activators of NF-kB expression in neurons, primary screen, cell-based, HTS. AID 1239, 2008. human neuronal cells, NF-kB reporter expression; stronger effect = higher value. fold change at 12.5 µM. 1.6% of 190,000 active; in the data active = fold change above about 3.3
# An asterisk follows results filed as active; nt = no result given.
Structure,STAT1 act,FLuc act counter,APP 5'UTR act,G6PDH CS,APP 5UTR inh,HMGR II inh,NF-kB neuron act,FLuc inh counter,Hsp70 activator,DTT redox prof
Cn1c(N)c(S(=O)(=O)N2CCN(C(=O)c3ccco3)CC2)c(=O)n(C)c1=O,104,1,26,-3,-26,0,1.1,-3,-0.2,-1.0
Cc1ccc2c(c1)CCCN2C(=O)c1c(C)noc1C,100,1,20,-3,-20,0,1.2,-4,-0.2,0.6
CCCOC1CCCN(C(=O)CCc2nnc(CCCCc3ccccc3)o2)C1 (centres undefined),117,1,21,14,-21,-1,1.3,-4,0.3,-0.9
Cc1ccc2nc3c(cc(C(=O)NCC4CCCO4)n3C)c(=O)n2c1 (centres undefined),104,1,0,6,0,-2,1.1,-3,-0.6,-1.0
O=C(O)c1cc(S(=O)(=O)Nc2ccc3c(c2)OCCO3)c(Cl)cc1Cl,108,1,13,-3,-13,-1,0.35,-2,-0.3,-0.1
CCCC(=O)NC1=C(C#N)C2(CCCC2)Cc2ccccc21,92,1,-13,1,13,1,1,-4,-0.1,-0.5
O=C(O)c1ccc(Nc2ncnc3scc(-c4ccccc4)c23)cc1,98,1.1,-10,-2,10,-1,1.1,-8,-0.4,-0.2
C/C(N)=C(/C#N)C(=O)COC(=O)C(c1ccccc1)c1ccccc1,88,1.1,2,-1,-2,-8,0.88,-5,-0.5,-1.1
NCc1nc(-c2ccc(Cl)cc2)no1,99,1,10,6,-10,-3,1.1,2,-0.1,0.4
Cc1cccc(OCc2nc(-c3ccccn3)n[nH]2)c1,96,1,6,1,-6,4,1,3,-0.1,0.7
Cc1ccc(-c2nc3cccnc3s2)cc1NS(=O)(=O)c1ccc2c(c1)CCCC2,106,1,14,14,-14,-16,0.99,-3,0.1,0.6
O=C(N/N=C\c1ccc(COc2ccc([N+](=O)[O-])cc2)o1)c1cccc(Cl)c1,94,1,-11,10,12,0,0.99,0,-0.5,0.4
CCOC(=O)c1ccc(NC(=O)CSc2nnnn2C2CCCCC2)cc1,94,1,-7,-4,7,-2,1.3,1,-0.2,0.7
FCCCOc1ccc(-c2ccnc(-c3ccccc3)n2)cc1,112,0.9,12,6,-12,-4,1.4,6,-0.3,2.0
O=C(COc1ccc(S(=O)(=O)Nc2ccccc2)cc1)NCc1cccnc1,90,1,-13,-5,13,-3,1.1,-4,-0.5,-0.6
O=C(CNCC1CCCO1)NCc1ccco1 (centres undefined),105,1,-17,14,17,6,1,-1,-0.1,-0.8
O=C(Oc1cccc(N2C(=O)CCC2=O)c1)c1ccccc1,104,1,-17,11,17,-3,1.1,0,0.0,3.4
COCCCN1C(=O)C(=O)/C(=C(/O)c2ccc(OC)cc2C)C1c1cccnc1 (centres undefined),98,1.1,-4,9,4,-2,1.1,-7,-0.1,-0.1
CC1CCCCN1C(=S)NCCc1ccccc1 (centres undefined),111,0.9,nt,2,nt,-1,1.7,7,0.0,-0.1
COc1ccc(C)cc1S(=O)(=O)N(C)CC(=O)Nc1ccc2c(c1)OCO2,96,1,14,-24,-14,2,1,-4,-0.2,-0.5
COc1cc([N+](=O)[O-])ccc1NC(=O)CCCOc1cccc(C)c1C,89,1,6,-28,-6,-3,1.1,-2,-0.1,-0.6
O=C(CCSCCC(=O)NCc1ccc(F)cc1)NCc1ccc(F)cc1,98,1,6,-6,-6,-1,1.1,-1,-0.1,0.1
O=C(c1ccc(-c2ccccc2)cc1)C1CCCN(C(=O)c2ccncc2)C1 (centres undefined),89,1,9,6,-9,-4,1.1,-4,-0.2,-1.4
CCOC(=O)c1cn(Cc2ccc(C)cc2)nn1,94,1,28,3,-28,-7,1.1,1,-0.1,-0.5
CC1(C)NC(=O)N(CCCCOc2ccc3c(c2)CCC3)C1=O,106,1,38,6,-11,-3,0.83,-3,-0.2,0.5
CCn1c(C)nc2cc(C(=O)N/N=C(\C)c3ccc(N4CCOCC4)cc3)ccc21,94,1,-9,-3,9,-4,1.2,-3,-0.3,-1.9
Cc1ccc(NC(=O)C2CCCN2S(=O)(=O)c2ccc(F)cc2)c(C)c1 (centres undefined),97,1.1,7,-6,-7,-4,1,-9,-0.3,-0.7
CCC1C(=O)N=C(SCC(=O)Nc2ccc(S(N)(=O)=O)cc2)NC1=O (centres undefined),103,1,-11,6,11,-4,0.97,-2,-0.2,2.0
Nc1cccc2c1C(=O)N(C(=O)c1cccc(S(=O)(=O)N3CCCC3)c1)C2=O,95,1,6,13,-6,-1,1.1,0,0.3,-0.2
CCOC(=O)CN(C(=O)CNC(=O)c1ccco1)C(C(=O)NC1CCCC1)c1ccccc1OCC (centres undefined),98,1.1,12,3,-12,-3,0.97,-6,1.3,1.6
Cc1nc2ccccc2c2oc(C(=O)NCc3ccccn3)cc12,91,1,-6,-14,6,3,0.39,-4,-0.1,-1.1
Cc1cccc(C(=O)NCc2nnc(SCC(=O)N3CCN(c4ccccc4)CC3)n2C)c1,108,nt,-14,nt,14,nt,nt,nt,-0.1,-0.4
CN(C)S(=O)(=O)c1cccc(NC(=O)c2ccc(Sc3nncn3C)c([N+](=O)[O-])c2)c1,108,1,-16,25,16,-1,1,3,-0.1,0.6
CCNC(=O)NS(=O)(=O)c1cnccc1Nc1cccc(Cl)c1,90,1.1,4,5,-4,-3,1,-5,1.8,-0.7
Cc1cccc(N2CCN(c3nnnn3-c3ccccc3)CC2C)c1 (centres undefined),104,1.1,4,-1,-4,-7,1.1,-7,-0.5,0.0
O=C(NCCC1=CCCCC1)C1CCN(C(=O)Cc2ccccc2)CC1,96,1,-27,14,28,-3,1.2,-4,-0.5,0.0
O=S(=O)(c1ccc(Br)cc1)N1CCCC1c1nc2ccccc2s1 (centres undefined),102,1,-16,-3,16,-9,0.97,0,-0.4,-1.8
CCC(NC(=O)Nc1nccs1)(C(F)(F)F)C(F)(F)F,92,1.1,11,-3,-10,-2,1,-6,0.3,-0.1
Cc1cccc(N2CCN(C(=O)c3ccc(Cl)c(S(=O)(=O)NCc4ccco4)c3)CC2)c1C,87,1.1,6,18,-6,-4,0.95,-7,-0.1,0.8
CCOC(=O)N1CCN(Cc2cn[nH]c2-c2ccc(-c3ccccc3)cc2)CC1,109,1,19,8,-19,-8,1.5,1,0.4,-1.0
COc1ccc(-c2c(S(=O)(=O)c3ccccc3)cnn2-c2ccccc2)cc1,93,1,17,3,-17,-5,0.99,-1,-0.2,-5.5
c1cc2nc(C34CC5CC(CC(C5)C3)C4)[nH]c2cn1,96,1,10,2,-10,-1,1.1,3,0.1,-0.2
Cc1ccc(S(=O)(=O)C2CS(=O)(=O)CC2O)cc1 (centres undefined),106,1,-5,4,5,2,1,-4,-0.4,0.0
Cc1nn(-c2ccc(F)cc2)c(Cl)c1/C=C/C(=O)OCC(=O)Nc1c(F)c(F)c(F)c(F)c1F,106,1.1,11,-2,-11,3,1,-9,-0.5,0.9
CCOC(=O)c1ccc(NC(=O)C(C)NS(=O)(=O)c2ccc(OC)cc2)cc1 (centres undefined),89,1,-8,13,8,1,1.1,0,-0.4,-3.6
N#Cc1ccc(-c2nc3ccccc3nc2-c2ccccc2)cc1C#N,115,1,12,-13,-12,1,0.94,4,-0.2,0.2
Cc1nc2sccc2c(=O)n1-c1cccc(Cl)c1,92,1,1,2,-1,6,0.97,-2,-0.1,-8.0
COc1ccccc1NS(=O)(=O)c1ccc(Cl)cc1,93,1,30,2,-5,1,1,-2,-0.4,-0.1
COc1ccc(-c2csc(Nc3ccc(O)cc3)n2)cc1,110,0.6,120,19,-120,-8,8.5*,41,0.5,-0.7
O=C(CN(Cc1ccccc1F)S(=O)(=O)c1ccc(Cl)cc1)NCCC1=CCCCC1,95,1,9,3,-9,nt,0.9,-1,0.1,-0.5

# Next part
Structure,STAT1 act,FLuc act counter,APP 5'UTR act,G6PDH CS,APP 5UTR inh,HMGR II inh,NF-kB neuron act,FLuc inh counter,Hsp70 activator,DTT redox prof
COc1cccc(-n2c(C)nnc2SCC#N)c1,105,1,-2,10,2,-6,1.1,-1,-0.1,-0.5
COCCn1c(Cc2cccn2C)nnc1SCC(=O)Nc1nccs1,93,1.1,19,6,-18,-1,1.1,-5,0.3,0.8
Cc1nn(C)c(C)c1S(=O)(=O)N1CCC(CO)(Cc2ccc(Cl)cc2)CC1,96,1.1,-27,14,27,5,0.97,-5,-0.1,-0.4
CCOc1cc(N2CCOCC2)c(OCC)cc1NC(=O)c1ccc(NC(C)=O)cc1,102,1,8,0,-8,-5,0.63,-2,-0.4,8.9
CCC(=O)NC(=S)Nc1ccc(S(=O)(=O)NC(C)C)cc1,107,1,-9,-4,9,-7,1.1,-2,-0.2,-2.9
CC(=O)c1cccc(NC(=O)Nc2csc3c2CCCC3)c1,103,1,10,0,-10,-17,0.95,4,0.1,1.3
Cc1cc(C)c(N=Cc2c(O)n(-c3nccs3)c(=O)c3ccccc23)c(C)c1,106,1,-9,2,9,1,0.59,-3,-0.4,0.5
Clc1ccc(OCCCn2ccnc2)c(Br)c1,102,0.9,-14,7,14,-1,1.1,6,0.8,-0.2
CCCOc1ccc(C(=O)NCC(c2ccco2)N(C)C)cc1 (centres undefined),102,1,-3,4,3,-4,1.1,4,-0.2,0.2
CCN(CC)CCNC(=O)CSc1c2c(nc3cc(Cl)ccc13)CCCC2,108,1.1,6,6,-6,-1,1.6,-5,-0.4,2.2

# Another view of some results above:
# Order of results – STAT1 act	FLuc act counter	APP 5'UTR act	G6PDH CS	APP 5UTR inh	HMGR II inh	NF-kB neuron act	FLuc inh counter	Hsp70 activator	DTT redox prof
O=C(O)c1cc(S(=O)(=O)Nc2ccc3c(c2)OCCO3)c(Cl)cc1Cl
 : 108	1	13	-3	-13	-1	0.35	-2	-0.3	-0.1
CCCC(=O)NC1=C(C#N)C2(CCCC2)Cc2ccccc21
 : 92	1	-13	1	13	1	1	-4	-0.1	-0.5

# (continued)
Structure,STAT1 act,FLuc act counter,APP 5'UTR act,G6PDH CS,APP 5UTR inh,HMGR II inh,NF-kB neuron act,FLuc inh counter,Hsp70 activator,DTT redox prof
Cc1ccc(NC(=S)N2CCC(N(C)CC3CCCO3)CC2)cc1 (centres undefined),102,1.1,-6,8,6,-2,1.1,-5,0.3,-1.2
CCOC(=O)C(C)Sc1nc2c(c(=O)[nH]c(=O)n2C)n1CCc1ccccc1 (centres undefined),97,1,10,-1,-10,-2,0.98,-4,0.1,1.1
CCSc1nnc(NC(=O)CSc2nc3c(c(=O)n2C)SC(C)C3)s1 (centres undefined),94,1.1,19,-32,-19,1,1,-7,0.1,0.8
Cc1ccc(SCc2nc3ccccc3n2CC(=O)Nc2ccc(Cl)cc2)cc1,92,0.9,15,-4,-15,6,1.1,6,-0.2,-7.1
